High-throughput results: PubChem BioAssay, Sanford-Burnham Center for Chemical Genomics
VHR inh color: VHR1 (DUSP3) phosphatase inhibition | 50,000 compounds, 0.7% hits | inhibition, % at 20 µM | recombinant VHR phosphatase, colorimetric substrate read-out | AID 1992; in the data active = inhibition above about 60%; note: some results filed as inactive read as strong as hits
Target sequence (P51452 whole entry, looked up): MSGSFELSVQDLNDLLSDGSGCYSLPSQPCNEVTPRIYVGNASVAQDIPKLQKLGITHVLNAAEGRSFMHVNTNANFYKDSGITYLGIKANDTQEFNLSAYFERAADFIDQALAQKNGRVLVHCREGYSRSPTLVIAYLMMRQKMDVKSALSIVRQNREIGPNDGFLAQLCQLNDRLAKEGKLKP
* = called active by the depositor. Not all compounds are listed (hit frequency here may not be typical).

structure,VHR inh color
CCCOc1cccc(C(=O)Nc2cccc(C(=O)Nc3ccccc3C(=O)O)c2)c1,-11.9
CCOC(=O)c1oc2c(c1C)/C(=N/OC(C)=O)CCC2,1.6
O=C(N/C(=C/c1ccc(Cl)cc1)c1nc2ccccc2[nH]1)c1ccccc1,-17.6
O=C(Nc1ccc([N+](=O)[O-])cc1)c1ccc(Cl)cc1Cl,-30.3
Nc1nc(-c2ccc(Cl)cc2)c(-c2ccc([N+](=O)[O-])cc2)s1,-11.7
O=C1NC2C(NC(=O)N2c2ccccc2)N1c1ccccc1 (centres undefined),-11.2
O=[N+]([O-])c1cccc(S(=O)(=O)NCc2ccccc2Cl)c1,-1.7
CCCCOc1ccc(C(=O)NCCOc2ccc(C)c(C)c2)cc1,-6.8
COc1cc(-c2cc(C(F)(F)F)n3ncc(C(=O)Nc4cccc5ccccc45)c3n2)cc(OC)c1OC,-3.9
COc1ccc(/C=N/Nc2nc(Nc3ccccc3)nc(N3CCOCC3)n2)cc1Br,-19.8
Cc1ccc(NC(=O)C(=O)NCCC(C)C)c(C)c1,-10.7
COC(=O)c1c(C)oc2ccc(NS(=O)(=O)c3ccc(Cl)c([N+](=O)[O-])c3)cc12,-8.2
CSc1ccc(S(=O)(=O)N(CC(=O)N2CCOCC2)c2ccc(C)cc2)cc1,-27.3
NS(=O)(=O)c1ccc(CNC(=O)c2ccc(Cl)cc2)cc1,-6.4
Cc1ccsc1/C=C(/C#N)c1nc(-c2ccc(-c3ccccc3)cc2)cs1,-19.2

(continued)
structure,VHR inh color
Cc1ccc(N2C(=O)CC(N3CCSCC3)C2=O)cc1 (centres undefined),-19.9
O=[N+]([O-])c1ccc(Cl)c(-n2ncnc2-c2cccnc2)c1,2.2
COc1ccc(NC(=O)c2ccccc2NC(=O)c2ccc(C)cc2)cc1,-5.2
O=S(=O)(Nc1ccc(N2CCCCC2)cc1)c1cccs1,8.7
O=C(O)CN1C(=O)/C(=C\c2cccc(Cl)c2Cl)SC1=S,-0.6
CCOC(=O)C1=C(C)N=c2s/c(=C\c3ccc(OC)c(O)c3)c(=O)n2C1c1cccc(OC)c1 (centres undefined),27.5
Cc1ccc(C2(c3ccc(C)cc3)CC2C(=O)Nc2cc([N+](=O)[O-])ccc2C)cc1 (centres undefined),1.2
COc1ccc(C2=NN(C(=O)CCC(=O)O)C(c3ccc(OC)cc3)C2)cc1 (centres undefined),30.9
CCN(CC)S(=O)(=O)c1cccc(C(=O)Nc2ccc(C(C)=O)cc2)c1,18.2
Cc1ccccc1C(=O)Nc1ccc2[nH]c(=O)[nH]c2c1,-1.9
COc1ccc(N(CC(=O)Nc2ccc(C)c(C)c2)S(=O)(=O)c2ccc(C)cc2)cc1,2.8
CC(C)c1ccccc1OCC(=O)Nc1ccccc1C(=O)O,1.0
O=C(NN1C(=O)/C(=C/c2ccccc2Cl)SC1=S)c1ccccc1O,-10.0
CCN(CC)CC#CC(O)(c1ccccc1)c1ccccc1,-5.3
COc1ccccc1N1CCN(C2CC(=O)N(c3cccc(Br)c3)C2=O)CC1 (centres undefined),-2.5

Further results
structure,VHR inh color
Cn1c(=O)c2c(ncn2CN2C(=O)c3ccccc3C2=O)n(C)c1=O,6.3
CCOc1ccc(N2C(=O)c3cccc4cccc(c34)C2=O)cc1,2.1
O=C(Nc1nccs1)c1ccc2c(c1)C(=O)N(c1cccc(C(=O)c3ccccc3)c1)C2=O,-11.4
CCOc1ccc(C(=O)Nc2ccc3oc(-c4ccc(OC)c(Cl)c4)nc3c2)cc1,4.9
O=C(N/N=C/c1cccs1)c1cc(C23CC4CC(CC(C4)C2)C3)[nH]n1,22.7
Cc1c(C)c2ccc(OC(C)C(=O)c3ccccc3)cc2oc1=O (centres undefined),-17.1
O=[N+]([O-])c1cccc(S(=O)(=O)NCc2ccco2)c1,-10.1
CCC(Oc1ccccc1)C(=O)Nc1ncccn1 (centres undefined),6.1
O=C1C2CCCCC2C(=O)N1c1nc2ccccc2s1 (centres undefined),-12.9
CN(C)c1cccc(C(=O)N2CCN(c3cccc(Cl)c3)CC2)c1,-3.3
O=C(CC(c1ccccc1)c1ccccc1)NCC1(c2ccccc2)CCOCC1,-15.9
O=C(Nc1cccc(F)c1)C1CC(=O)N(c2ccc(F)cc2)C1 (centres undefined),-44.3
CC(=O)Nc1ccc(C(=O)Nc2ccc(Cl)cc2Cl)cc1,11.0
O=C(/C=C/c1ccccc1)C1=C(O)C(=O)N(c2cccc(C(F)(F)F)c2)C1c1ccccc1[N+](=O)[O-] (centres undefined),3.4
O=C(CSc1nnnn1-c1ccccc1)Nc1ccc(Br)cc1,-12.1

Remaining list, next part:
structure,VHR inh color
O=C(c1cc2nc(-c3ccc([N+](=O)[O-])cc3)cc(C(F)(F)F)n2n1)N1CCCc2ccccc21,20.3
C=C(C)CNC(=S)Nc1sc(CC)cc1C(=O)OCC,-14.1
Clc1ccc(CN2CCN(Cc3ccncc3)CC2)cc1,-8.2
CC(C)CNC(=O)/C(=C/c1ccc(F)cc1)NC(=O)c1ccccc1,-11.4
Cc1oc2ccc(OCc3ccccc3F)cc2c1C(=O)O,6.9
CC1=CC(C)(C)N(C(=O)CSc2nc3ccccc3s2)c2cc(C)ccc21,4.4
CCOC(=O)Cn1nnc2ccccc21,-5.6
O=C(Nc1ccccc1Cl)N1CCN(c2ccccn2)CC1,-9.2
CC(c1ccccc1C(O)(c1ccccc1)C(F)(F)F)N(C)C (centres undefined),-12.4
OC(COc1ccccc1Cl)Cn1c2ccccc2c2ccccc21 (centres undefined),10.6
Cc1ccc(C(=O)O/N=C(/N)c2nonc2N)cc1,-15.9
CCc1ccc(NC(=O)C(=O)NCCCO)cc1,-15.2
COc1ccc(C2=C/C(=C\c3ccc(OC(C)=O)cc3)C(=O)O2)cc1,-2.6
O=C1C(Cc2ccccc2)S/C(=N/N=C/c2ccco2)N1c1ccccc1 (centres undefined),-14.5
CC(C)OC1=C(Cl)C(=O)c2ccccc2C1=O,-2.9

The listing continues.
structure,VHR inh color
COC(=O)C1=C(C)NC(=O)NC1c1cccc(Cl)c1 (centres undefined),-23.5
COc1ccccc1N(CC(=O)Nc1ccc(Br)cc1)S(=O)(=O)c1ccccc1,-15.9
N#C/C(=C/C=C/c1ccccc1)c1nc(-c2cc3c(ccc4ccccc43)oc2=O)cs1,-21.6
COc1ccc(N(Cc2ccc(C(=O)NCc3ccccc3OC)cc2)S(=O)(=O)c2ccccc2)cc1,-10.5
CC(C)c1ccc(/C=C(\NC(=O)c2ccccc2)C(=O)NCCN2CCOCC2)cc1,-23.2
Cc1ccc(OCC(O)CN2C(C)(C)CC(O)CC2(C)C)c(C)c1 (centres undefined),-12.9
O=C1CC(c2ccccc2)CC2=C1C(c1ccc(Cl)c([N+](=O)[O-])c1)Nc1ccccc1N2 (centres undefined),2.0
CCCc1nc2c(nnn2Cc2ccccc2)c(=O)[nH]1,16.4
CC1(C)CC(NC(=S)Nc2cccc(Cl)c2)CC(C)(C)N1,2.1
O=C(O)c1ccc(N2CCC(c3ccccc3)=N2)cc1,-7.0
O=C1NC(=O)N(c2ccc(Cl)cc2)C(=O)/C1=C\c1ccc(-c2ccc([N+](=O)[O-])cc2)o1,-16.4
COc1cccc(/C=C/C(=O)c2ccc(C)cc2)c1OC,14.7
Cc1c(O)ccc2c3c(c(=O)oc12)CCC3,-8.5
Oc1ccc(/C=N\Nc2cc(N3CCOCC3)nc(N3CCOCC3)n2)c(O)c1,65.6
c1ccc2c(N3CCCCC3)c3ccccc3nc2c1,15.1

New compounds follow.
structure,VHR inh color
COc1ccc(CNCc2ccc([N+](=O)[O-])cc2)cc1,-20.8
Cc1ccc(OCC(=O)Nc2ccc(Cl)c(Cl)c2)c(Br)c1,-2.1
Nc1nnc(CC(=O)N/N=C/c2cc3c(cc2Br)OCO3)s1,-22.8
Cc1nc2sc3c(c2c2nncn12)CCCC3,-23.7
CC(NC(=O)C12CC3CC(CC(C3)C1)C2)c1ccccc1 (centres undefined),-7.5
Cc1cc(NC(=O)c2ccncc2)no1,4.9
Cc1ccc(NC(=O)c2oc3ccc(Cl)cc3c2C)c([N+](=O)[O-])c1,-5.8
O=C(Nc1cccc(C(F)(F)F)c1)c1ccc(-c2cccc(Cl)c2)o1,-4.5
COc1ccc(C(=O)N2CCN(C(=O)c3cccc(Cl)c3)CC2)cc1,14.4
CCOC(=O)c1c(NC(=O)c2cc([N+](=O)[O-])ccc2Cl)sc2c1CCC2,-28.7
CCN(CC)c1ccc(N=Cc2ccc3ccccc3c2)cc1,9.7
COC(=O)CN1C(=O)/C(=C/c2ccc(OCc3ccccc3Cl)c(OC)c2)SC1=S,27.6
CCc1c(C)sc(NC(=O)c2ccccc2F)c1C#N,-24.4
COc1cc(NC(=O)c2ccc(F)cc2)cc([N+](=O)[O-])c1,-17.2
Cc1cc(=O)oc2cc(OCc3ccc(F)cc3)c(Cl)cc12,-1.7

Following part:
structure,VHR inh color
Cc1ccc(NC(=O)C2CC=CCC2C(=O)O)c(C)c1 (centres undefined),-32.0
CCOc1cc(OCC)cc(C(=O)Nc2cccc(OC)c2)c1,-1.6
Cc1ccn2c(NC(=O)c3ccco3)c(-c3ccccc3)nc2c1,-1.1
Cc1ccc(S(=O)(=O)NC(Cc2ccccc2)C(=O)NCCc2c[nH]c3ccccc23)cc1 (centres undefined),-10.3
Cc1ccc(C(C)C)c(OCC(=O)Nc2ccc(C)cc2[N+](=O)[O-])c1,-4.9
O=C1c2ccccc2C(=O)N1CC(=O)N1CCCc2ccccc21,16.2
COc1cccc(NC(=O)CC(C)=O)c1,-7.3
Cc1nn(-c2ccccc2)c(N2CCCCC2)c1C=O,-30.9
Cc1ccc(N2C(=O)NC(=O)/C(=C\c3ccc(Cl)cc3)C2=O)cc1,8.2
COc1cc(C(=O)NCCOc2cc(C)ccc2C(C)C)cc(OC)c1OC,2.7
CC1CCN(c2ccc(C=C3C(=O)c4ccccc4C3=O)cc2[N+](=O)[O-])CC1,-33.5
O=C(CSc1ncn[nH]1)N1c2ccccc2Sc2ccc(Cl)cc21,-9.7
CCN(C(=O)c1ccc(C)c([N+](=O)[O-])c1)c1ccccc1C,-6.7
COc1cc2c(cc1OC)C(c1ccccc1)=NC1(CCCC1)C2,-5.3
CCN(CC)c1ccc(/C=c2/sc3nc4ccccc4n3c2=O)cc1,-28.5

Going on with the list:
structure,VHR inh color
COc1ccc(CCNC(=O)Cc2ccccc2)cc1,-9.5
CC(C)OC(=O)c1ccc(NC(=O)COc2ccc(Cl)cc2)cc1,-3.8
COc1ccc(NS(=O)(=O)c2ccc(OC)c(Br)c2)c(OC)c1,-0.9
Cn1cnnc1Sc1cc(N2CCOCC2)ccc1[N+](=O)[O-],-15.5
COC(=O)c1c(-c2ccc(F)cc2)csc1NC(=O)C1CCCCC1C(=O)O (centres undefined),-20.6
CCOc1cc([N+](=O)[O-])cc(/C=C2\SC(=S)N(C)C2=O)c1O,-18.9
Cc1cccc(C)c1OCC(=O)Nc1ccc(N(C)C)cc1,6.4
COc1cccc(/C=C2\SC(=S)N(C)C2=O)c1O,-4.6
CCOc1cc(-c2ccc(OC)c(OC)c2)cc(=O)c2c(C)oc(C)c12,0.0
CC(C)COc1ccc(C(=O)Nc2ccc(-c3nc4ccccc4o3)cc2)cc1,-11.8
Cc1ccc(-c2cc3nc(-c4ccccc4)cc(C)n3n2)cc1,2.6
COCCNC(=O)CN(c1ccc(Br)cc1)S(C)(=O)=O,-11.5
CNC(=O)CC1Sc2ccccc2NC1=O (centres undefined),1.7
COc1ccc(NS(=O)(=O)c2ccc(Cl)cc2)cc1Cl,-19.9
CC(=O)/C(C(=Nc1ccccc1)Nc1ccccc1)=C(/O)c1ccccc1,-13.5

Next section:
structure,VHR inh color
O=C(COc1ccc2ccccc2c1)N1CCN(C(=O)c2ccc([N+](=O)[O-])cc2)CC1,18.6
S=C(Nc1ccc2c(c1)oc1ccccc12)Nc1cccc2ccccc12,105.7*
CNCCOc1nc(-c2ccccc2)cc(-c2ccccc2)n1,3.9
CCOc1cc(C2C(C(=O)OC)=C(C)N(C)C(C)=C2C(=O)OC)ccc1OC(C)=O,-16.9
CC(=O)Nc1cc(C(=O)O)cc(C(=O)O)c1,-38.2
CC1CN(C(=O)Cc2ccccc2[N+](=O)[O-])CC(C)O1 (centres undefined),-14.6
CC(=O)C1=C(O)C(=O)N(CCN2CCNCC2)C1c1cccc([N+](=O)[O-])c1 (centres undefined),30.9
O=C(COc1ccc(Cl)cc1Br)Nc1ccc2c(c1)OCCO2,-6.2
N#C/C(=C/c1cccc(Cl)c1)c1nc(-c2ccc(Cl)cc2)cs1,-11.0
Cc1cc(C)n(CCOc2nonc2N)n1,-8.8
COc1ccc(/C=C(/C#N)c2nc(-c3ccc(Br)cc3)cs2)cc1OC,50.0
Cc1cc([N+](=O)[O-])ccc1-c1ccc(C(=O)Nc2ccc(N3CCOCC3)cc2)o1,-6.3
CCOc1cccc(C(=O)Nc2scc(-c3ccc(C)cc3)c2C(=O)OC)c1,-28.1
COc1ccc(C2c3c(nn(-c4ccccc4)c3C)CC(C)(O)C2C(C)=O)cc1OC (centres undefined),-0.8
COc1ccc(NC(=O)CN(c2ccccc2OC)S(=O)(=O)c2ccccc2)cc1OC,-1.2

In the list so far, these have a CF3 group.
structure,VHR inh color
COc1cc(-c2cc(C(F)(F)F)n3ncc(C(=O)Nc4cccc5ccccc45)c3n2)cc(OC)c1OC,-3.9
O=C(/C=C/c1ccccc1)C1=C(O)C(=O)N(c2cccc(C(F)(F)F)c2)C1c1ccccc1[N+](=O)[O-] (centres undefined),3.4
O=C(c1cc2nc(-c3ccc([N+](=O)[O-])cc3)cc(C(F)(F)F)n2n1)N1CCCc2ccccc21,20.3
CC(c1ccccc1C(O)(c1ccccc1)C(F)(F)F)N(C)C (centres undefined),-12.4
O=C(Nc1cccc(C(F)(F)F)c1)c1ccc(-c2cccc(Cl)c2)o1,-4.5
